Screens: PubChem, National Center for Advancing Translational Sciences (NCATS)
FUS suppressor: rescues growth of FUS-expressing yeast | AID 1347120 | 390,000 tested, 0.24% active | S. cerevisiae FUS-expressing, growth rescue, OD600, 24 h | Potency, µM (doses to about 76.6 µM), inactives show top-dose growth rescue (activation), usual class: activators;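 note: potency is the fitted concentration of half-maximal effect; plate controls were DMSO vehicle for no effect and reference control for full effect; nearly all actives have a fitted effect of over 55% in size; some results filed as inactive show a strong effect at the top dose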
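Cultures pregrown in 2.5% raffinose medium are shifted to minimal medium containing 2% galactose to express toxic FUS. Compounds are tested at several concentrations. After 24hr at 30C, growth is quantified at 600 nm absorbance.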
EPAC2 antagonist: antagonists of human EPAC2 | AID 720708 | 360,000 tested, 0.18% active | Potency, µM (series often up to 114 µM), inactives show top-dose activity, negative = inhibition, actives largely listed as inhibitors | Q8WZA2 | EPAC2 GEF exchange of Rap1B-BODIPY-GDP, fluorescence; note: potency is the fitted concentration of half-maximal effect; % is set by controls: 0 for no effect and ±100 for the full control effect; nearly all actives have a fitted effect of over 45% in size; many of its hits are not listed in these tables
aSyn yeast inh: rescues yeast growth from alpha-synuclein toxicity | Yeast expressing alpha-synuclein, growth rescue, BacTiter-Glo, 24 h | Potency, µM (titrated, usually from 46.1 µM), without a hit: top-dose growth rescue (activation), most hits filed as activators | 370,000 tested, 0.14% active; note: potency is the fitted concentration of half-maximal effect; % of control where 0% means no effect; nearly all actives have a fitted effect of over 65% in size
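Readout is rescue of growth in alpha-synuclein-expressing yeast, so inhibitors of toxicity appear as activators. Growth after 24 hr at 30 deg C in galactose medium is quantified by luminescence.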
EPAC2 agonist: EPAC2 (human) agonism | AID 720711 | Potency, µM (series often up to 154 µM), inactives show top-dose activation, usual class: activators | Q8WZA2 | EPAC2 activation, biochemical qHTS; response scale: 100% = 6.5 mM cAMP response | 360,000 tested, 0.079% active; note: potency is the fitted concentration of half-maximal effect; nearly all actives have a fitted effect of over 50% in size
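Exchange assay: 100 nM EPAC2 with 250 nM Rap1B-BODIPY-GDP and 50 uM GDP. Fluorescence (ex 480/em 540 nm) read every 5 min for 30 min at room temperature. Data normalized to 6.5 mM cAMP as agonist control.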
DRD3 antagonist: D3 dopamine receptor (human) antagonism. P35462. D3R cells, DiscoveRx beta-arrestin luminescence, antagonist mode; hits give low values. max response, negative = inhibition, %. 360,000 tested, 2.5% active. AID 652054; in the data active = max response below about -50%; inconclusive = no clear call, values can overlap the other calls; note: % is set by controls: 0 for no effect and ±100 for the full control effect; mostly tested at two doses, the higher about 12 µM
Target sequence (P35462 whole entry, looked up): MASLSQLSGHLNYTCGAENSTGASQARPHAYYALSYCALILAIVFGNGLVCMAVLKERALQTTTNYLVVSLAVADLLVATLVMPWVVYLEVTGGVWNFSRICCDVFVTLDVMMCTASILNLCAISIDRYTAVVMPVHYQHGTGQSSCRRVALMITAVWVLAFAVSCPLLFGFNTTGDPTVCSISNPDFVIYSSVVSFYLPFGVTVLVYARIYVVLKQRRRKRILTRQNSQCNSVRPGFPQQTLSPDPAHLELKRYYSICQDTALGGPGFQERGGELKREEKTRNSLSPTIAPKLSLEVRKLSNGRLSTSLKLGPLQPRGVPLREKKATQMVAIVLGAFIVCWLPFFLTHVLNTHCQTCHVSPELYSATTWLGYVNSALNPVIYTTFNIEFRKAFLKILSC
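Cells expressing the human receptor were seeded at 1500 cells/well, incubated overnight at 37 degrees C in 5% CO2, then exposed to library compounds with dopamine controls for 90 minutes at 37 degrees C before luminescent detection.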
TDP-43 yeast inh: rescues yeast growth from TDP-43 toxicity; 410,000 tested, 1.8% active; AID 652104; Potency, µM (top dose mostly 46.1 µM), for inactives: at the highest dose growth rescue (activation), actives largely listed as activators; TDP-43 expressing yeast growth rescue, BacTiter-Glo, 24 h; note: potency is the fitted concentration of half-maximal effect; % of control where 0% means no effect; nearly all actives have a fitted effect of over 50% in size
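In this qHTS, compounds that restore growth of yeast expressing TDP-43 appear as activators. Cells (OD600=0.02, galactose medium, raffinose-pregrown) are incubated with compound 24 hr at 30 deg C and growth is quantified by BacTiter-Glo.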
Abeta rescue: compounds reversing amyloid beta toxicity in yeast. yeast expressing A-beta42, growth rescue, OD600, 48 h; response scale: 0% DMSO, 100% iron-clioquinol control. Potency, µM (series often up to 46.1 µM), inactives show at the highest dose growth rescue, most hits filed as activators. 410,000 tested, 0.063% active; note: potency is the fitted concentration of half-maximal effect; nearly all actives have a fitted effect of over 55% in size
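Yeast A-beta toxicity model in growth medium with pinned compounds, 48 h at 30 C; growth read as absorbance at 600 nm. Normalized to FeCl3/clioquinol equimolar mix (positive) and DMSO (negative).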
D3 ag: D3 dopamine receptor (human) agonism. D3R DiscoveRx beta-arrestin cells, luminescence, 90 min. max activation, %. P35462. 410,000 tested, 0.58% active; in the data active = max activation above about 30%; note: 0% is about no effect; mostly tested at two doses, the higher about 12 µM
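Cells at 1500/well, incubated overnight, then treated with pinned compounds (dopamine as control) for 90 min at 37 degrees C. DiscoveRx reagent added for 30 - 60 minutes at room temperature; luminescence read.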
The depositor's hits bear a star; ? = inconclusive; . = no result given; [ ] = dose if it differs, or a comment. Unless noted, calls come from the whole dose curve; as a rule, active = well fitted curve in the direction sought with a large enough effect; inconclusive = small, poorly fitted or top-dose-only effect, or another doubt; inactive = no such curve, though single readings can be large; an effect the other way counts as inactive or inconclusive. The list is partial (hit frequency here may not be typical).

The first twelve compounds, ahead of the listing:
| nr | Molecule | FUS suppressor | EPAC2 antagonist | aSyn yeast inh | EPAC2 agonist | DRD3 antagonist | TDP-43 yeast inh | Abeta rescue | D3 ag |
| --- | --- | --- | --- | --- | --- | --- | --- | --- | --- |
| 1 | CCOc1ccc(-n2c(SCC(=O)N3CCc4ccccc43)nc3c([nH]c4ccccc43)c2=O)cc1 | -10% | . | -6% | . | . | 22% | -15% | -5 |
| 2 | COc1cccc(Oc2ccc(N)cn2)c1 | 16% | -3% | 1% | -4% | -17 | -3% | -9% | -6 |
| 3 | COc1ccc(C(O)c2ncc(-c3ccccc3F)[nH]2)cc1 (stereo not given) | -9% | 23% | -2% | 14% | -22 | 10% | -17% | -9 |
| 4 | COc1ccc(C(=O)CCC(=O)N2CCN(c3ccc(N4CCOCC4)nn3)CC2)cc1 | -12% | 6% | 1% | 3% | 9 | 21% | 21% | 3 |
| 5 | COc1ccc(C(C)(C)C)cc1NC(=O)CCN1C(=O)NC(C)(C)C1=O | 6% | -5% | -11% | 7% | 8 | -5% | 1% | 0 |
| 6 | CCOC(=O)C(=O)Nc1ccc(F)cc1 | -24% | 11% | -2% | 0%[15.6 µM] | -23 | -8% | -3% | -11 |
| 7 | CCCCn1c(SCC2CCCO2)nc2cc(S(N)(=O)=O)ccc21 (stereo not given) | -6% | 0% | -14% | 5% | 11 | 10% | 23% | 1 |
| 8 | CC(=O)c1cccc(NC(=O)C(C)OC(=O)CCC2CCCCC2)c1 (stereo not given) | 35% | -12% | 0% | 6% | -16 | 5% | 16% | -2 |
| 9 | CCCn1c(=O)c2sccc2n2c(CCCC(=O)NCCc3ccc(Cl)cc3)nnc12 | 1% | . | . | . | . | 15% | 7% | 1 |
| 10 | COc1ccc(CNc2nc(SCc3cc(=O)n4cc(Cl)ccc4n3)nc3ccccc23)cc1 | . | 0% | -9% | 1% | 0 | -9% | 4% | -8 |
| 11 | COc1cc(C)c2sc3ccccc3c(=O)c2c1NCCN(C)C | -12% | 8% | -12% | -1% | -6 | -17% | -37%[inhibitor] | -6 |
| 12 | O=C(CNC(=O)c1ccccc1)N/N=C/c1ccc([N+](=O)[O-])o1 | -1% | -3%[57.1 µM] | 6% | 3% | 9 | 29% | -13% | 2 |

The listing, from the start:
| nr | Molecule | FUS suppressor | EPAC2 antagonist | aSyn yeast inh | EPAC2 agonist | DRD3 antagonist | TDP-43 yeast inh | Abeta rescue | D3 ag |
| --- | --- | --- | --- | --- | --- | --- | --- | --- | --- |
| 1 | CCOc1ccc(-n2c(SCC(=O)N3CCc4ccccc43)nc3c([nH]c4ccccc43)c2=O)cc1 | -10% | . | -6% | . | . | 22% | -15% | -5 |
| 2 | COc1cccc(Oc2ccc(N)cn2)c1 | 16% | -3% | 1% | -4% | -17 | -3% | -9% | -6 |
| 3 | COc1ccc(C(O)c2ncc(-c3ccccc3F)[nH]2)cc1 (stereo not given) | -9% | 23% | -2% | 14% | -22 | 10% | -17% | -9 |
| 4 | COc1ccc(C(=O)CCC(=O)N2CCN(c3ccc(N4CCOCC4)nn3)CC2)cc1 | -12% | 6% | 1% | 3% | 9 | 21% | 21% | 3 |
| 5 | COc1ccc(C(C)(C)C)cc1NC(=O)CCN1C(=O)NC(C)(C)C1=O | 6% | -5% | -11% | 7% | 8 | -5% | 1% | 0 |
| 6 | CCOC(=O)C(=O)Nc1ccc(F)cc1 | -24% | 11% | -2% | 0%[15.6 µM] | -23 | -8% | -3% | -11 |
| 7 | CCCCn1c(SCC2CCCO2)nc2cc(S(N)(=O)=O)ccc21 (stereo not given) | -6% | 0% | -14% | 5% | 11 | 10% | 23% | 1 |
| 8 | CC(=O)c1cccc(NC(=O)C(C)OC(=O)CCC2CCCCC2)c1 (stereo not given) | 35% | -12% | 0% | 6% | -16 | 5% | 16% | -2 |
| 9 | CCCn1c(=O)c2sccc2n2c(CCCC(=O)NCCc3ccc(Cl)cc3)nnc12 | 1% | . | . | . | . | 15% | 7% | 1 |
| 10 | COc1ccc(CNc2nc(SCc3cc(=O)n4cc(Cl)ccc4n3)nc3ccccc23)cc1 | . | 0% | -9% | 1% | 0 | -9% | 4% | -8 |
| 11 | COc1cc(C)c2sc3ccccc3c(=O)c2c1NCCN(C)C | -12% | 8% | -12% | -1% | -6 | -17% | -37%[inhibitor] | -6 |
| 12 | O=C(CNC(=O)c1ccccc1)N/N=C/c1ccc([N+](=O)[O-])o1 | -1% | -3%[57.1 µM] | 6% | 3% | 9 | 29% | -13% | 2 |
| 13 | C=CCNC(=S)N1CCN(c2ncc(C(F)(F)F)cc2Cl)CC1 | 13% | -3% | -3% | 9% | -26 | 19% | ? | -4 |
| 14 | Clc1ccc(-n2cnnn2)cc1 | ? | -12% | -1% | 8% | -19 | 26% | 3% | -5 |
| 15 | CCOc1ccc(N)c(SSc2cc(OCC)ccc2N)c1 | -4% | -12% | -3% | -3% | 0 | -91%[inhibitor] | -35%[inhibitor] | -10 |
| 16 | Cc1nc(SCC(=O)Nc2ccc(C(=O)O)cc2)n[nH]1 | -14% | . | . | . | . | 5% | 11% | -11 |
| 17 | O=C(CSc1nc2ccccc2nc1Cc1ccc(Cl)cc1)N1CCN(c2ccccc2)CC1 | -17% | . | . | . | . | 5% | -11% | 5 |
| 18 | CC(=O)NC1(c2ccc(F)cc2)CCN(C(=O)Nc2ccc(F)cc2F)CC1 | 2% | 7% | 1% | -7% | 2 | 3% | 0% | 5 |
| 19 | COc1ccc(CCNCC(=O)Nc2ccccc2C(F)(F)F)cc1 | -17% | -11% | -6% | 4% | -10 | 9% | -10% | -9 |
| 20 | COC(=O)c1ccc(NC(=O)Cn2nc(C)c3ccccc3c2=O)cc1 | -2% | 4% | -6% | -3% | -21 | 2% | 6% | -5 |
| 21 | COC(=O)c1cc(S(=O)(=O)N2CCN(c3ccccc3OC)CC2)cn1C | -5% | -10% | 7% | -5% | 2 | 5% | 3% | 13 |
| 22 | COc1ccccc1N1CCN(C(=O)c2nc(-c3ccc(C)cc3)n3c2CCCCC3)CC1 | 16% | . | . | . | . | 4% | -1% | 1 |
| 23 | CCOc1cc2oc(=O)c3c(c2cc1Cl)CCC3 | -11% | 2% | 3% | -11% | 7 | -2% | 11% | -4 |
| 24 | N/C(=N\OC(=O)c1ccc(Br)cc1)c1ccncc1 | 21% | 0% | -8% | -1% | 5 | ? | 9% | 0 |
| 25 | Cc1ccc(-c2csc(NC(=O)CN3CCC(C(N)=O)CC3)n2)cc1 | 5% | 1% | 2% | -6% | 20 | -20% | -1% | -3 |
| 26 | CCc1ccc(/C=C2/SC(=S)N(CCC(=O)NCCCN3CCOCC3)C2=O)cc1 | 2% | 17% | 11% | 7% | 13 | -15% | 14% | 9 |
| 27 | Nn1cnc2scc(-c3cccs3)c2c1=O | 8% | -5% | 7% | 11% | 13 | -7% | -13% | 11 |
